# XiGFP reactiv: activators of X-chromosome reactivation in mouse fibroblasts | XiGFP mouse fibroblasts, % GFP-positive cells imaging, 3 d; cells co-treated with 5-aza-dC sensitizer; scaled so ellipticine positive control = 100% | activation, % at 7.58 µM | 0.055% of 360,000 active | AID 743238;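 active = mean normalized replicate activation at least 10% and every replicate at or above 10%; inconclusive = only one of the two criteria met; inactive = mean below 10% and not all replicates reach 10%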;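 also: 0% = median of on-plate neutral control wells and 100% = ellipticine 6 µM median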
#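 System: SV40-immortalized XiGFP fibroblast cells, line 68-5-11 / Incubation: 3-day compound exposure, then 15 min fixation at room temperature / Compound: single concentration per compound, delivered by pin transfer / Buffer or medium: DMEM plus 5-aza-dC sensitizer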
# CASP6 VEID inh: blocks human caspase-6 cleavage activity | P55212 | purified caspase-6, Z-VEID-R110 cleavage fluorescence | inhibition, % at 12.5 µM | 0.53% of 350,000 active | AID 686996;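 active = mean inhibition across replicates at least about 35%, with every replicate also reaching that limit, limit read from the data; inconclusive = only one of the two criteria met; inactive = neither criterion met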;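 also: 0% = median of neutral control wells and 100% = no fluorescence left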
# RAD52 anneal inh: RAD52 (human) annealing inhibition; recombinant RAD52 DNA annealing, FRET fluorescence; inhibition, % at 18.7 µM; 0.46% of 360,000 active; AID 651710;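 active = every replicate showing at least 50% inhibition; inconclusive = mean inhibition at least 50% but not in every replicate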
# Target sequence (P43351 whole entry, looked up): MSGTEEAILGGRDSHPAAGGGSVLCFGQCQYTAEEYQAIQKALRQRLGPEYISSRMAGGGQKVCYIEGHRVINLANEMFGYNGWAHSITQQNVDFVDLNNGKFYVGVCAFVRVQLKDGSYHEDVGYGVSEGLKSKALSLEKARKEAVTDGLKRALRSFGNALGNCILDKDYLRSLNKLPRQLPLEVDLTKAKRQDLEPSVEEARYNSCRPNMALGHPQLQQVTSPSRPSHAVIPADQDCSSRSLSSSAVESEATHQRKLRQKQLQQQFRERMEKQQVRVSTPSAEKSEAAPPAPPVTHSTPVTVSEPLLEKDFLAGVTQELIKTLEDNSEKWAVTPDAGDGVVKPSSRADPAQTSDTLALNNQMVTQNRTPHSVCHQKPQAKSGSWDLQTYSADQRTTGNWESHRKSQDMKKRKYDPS
# E-sel inducer: E-selectin induction on HUVECs; 0.37% of 260,000 active; HUVEC E-selectin immunofluorescence imaging; normalized: neutral wells 0, TNF-alpha wells 100; activation, % at 7.58 µM; P16581; AID 686992;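 active = mean E-selectin-positive cell signal at least 10% of the positive control, reached in at least 60% of replicates, without over 20% cell loss; inconclusive = no rule given, readout overlaps actives, possibly toxicity-flagged; inactive = the rest, including those meeting only one limit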;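 also: in these data hits start at about 27%; measured in HUVEC primary endothelial cells; signal is the percent of cells scored E-selectin positive by PE staining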
# Target sequence (P16581 whole entry, looked up): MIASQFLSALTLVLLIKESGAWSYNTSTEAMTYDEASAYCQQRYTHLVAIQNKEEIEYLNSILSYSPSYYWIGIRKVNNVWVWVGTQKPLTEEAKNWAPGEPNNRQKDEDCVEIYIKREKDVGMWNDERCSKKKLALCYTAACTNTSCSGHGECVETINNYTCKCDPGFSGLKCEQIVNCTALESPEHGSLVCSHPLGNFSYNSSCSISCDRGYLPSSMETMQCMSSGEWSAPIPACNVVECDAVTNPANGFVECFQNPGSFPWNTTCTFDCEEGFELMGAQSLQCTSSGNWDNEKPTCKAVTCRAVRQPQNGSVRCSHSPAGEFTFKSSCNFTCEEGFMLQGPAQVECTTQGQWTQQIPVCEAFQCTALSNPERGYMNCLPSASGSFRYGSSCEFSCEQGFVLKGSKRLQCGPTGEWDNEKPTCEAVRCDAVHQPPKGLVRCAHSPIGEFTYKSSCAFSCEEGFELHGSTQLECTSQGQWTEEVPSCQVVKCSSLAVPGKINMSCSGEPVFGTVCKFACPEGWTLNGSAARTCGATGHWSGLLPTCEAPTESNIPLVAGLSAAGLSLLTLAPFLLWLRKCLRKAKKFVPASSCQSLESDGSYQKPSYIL
#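 Test system: HUVEC | Signal: Immunofluorescence imaging | Read-out: Percent E-selectin-positive cells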
# CFTR F508del cor: correctors of CFTR F508del function in bronchial epithelial cells. activity (quench increase), % at 7.58 µM. CFBE cells, YFP halide quenching; stimulated with forskolin plus potentiator P3; % fluorescence drop versus neutral controls. 0.36% of 350,000 active;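 active = mean added fluorescence quench of at least 8% versus neutral control, with both replicates also reaching 8%; inconclusive = only one of the mean or replicate conditions met; inactive = mean below 8% and not both replicates reaching 8%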;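 also: cells transiently co-express mutant CFTR-F508del with the halide-sensitive YFP; corrector assay measuring rescue of mutant channel to the surface after 24 h compound exposure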
# RAD54 branch: blocks human RAD54 Holliday junction branch migration. inhibition, % at 10.4 µM. FAM/BHQ fluorescence. Q92698. 0.14% of 360,000 active;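 active = mean normalized replicate activity at least 40 and at least half of replicates scoring 40 or more; inconclusive = only one of the two criteria met; inactive = mean below 40 and under half of replicates reaching 40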;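 also: 0% = median of neutral control wells and 100% = median of positive control wells; inhibitors cause a drop in the FAM fluorescence signal; in these data hits start at about 50%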
# GSIS activator: GLuc luminescence reporter in INS-1E cells, primary screen for activators of glucose-dependent secretion of insulin. activation, % at 16.6 µM. 0.61% of 370,000 active. INS-1E GLuc reporter insulin secretion, 2-3 h;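 active = lowest replicate activation of at least 40%, so every replicate reaches that level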;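 also: 0% = median of neutral control wells and 100% = median of IBMX positive control wells; some compounds called inactive have numbers as strong as hits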
# DENV2 CPE: DENV2-induced cell death inhibition; DENV2-infected cells, cytopathic effect rescue, plate reader; CPE inhibition, % at 9.99 µM; 1.7% of 350,000 active; in the data active = CPE inhibition above about 20%, passing the limit was not always enough; inconclusive = no clear call, values can overlap the other calls; tested in BHK-21 cells;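 also: 0% = median of neutral control wells and 100% = median of positive control wells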
# Starred values were filed as active, the others as inactive; ? = inconclusive; . = no result given.
SMILES,XiGFP reactiv,CASP6 VEID inh,RAD52 anneal inh,E-sel inducer,CFTR F508del cor,RAD54 branch,GSIS activator,DENV2 CPE
Cc1ccc(OCC(=O)Nc2ccc(N3CCN(C(=O)c4ccco4)CC3)cc2)cc1,0.3,5,-17,.,2.7,.,-15,2
N#C[C@@H]1[C@H](c2ccc(C3=CCCC3)cc2)[C@@H](CO)N1C(=O)C1CCC1,0.1,0,-8,-0.5,0.7,-6,3,-5
COCCNC(=O)c1ccc(CS(=O)(=O)c2cccc(C(F)(F)F)c2)o1,0.3,3,-3,-0.1,0.2,-5,.,8
C[C@H]1CCCCO[C@H](CN(C)Cc2ccncc2)[C@@H](C)CN([C@@H](C)CO)C(=O)c2cc(NC(=O)Nc3cccc4ccccc34)ccc2O1,0.0,0,28,-0.1,-2.7,-6,-16,0
Cc1cc(C(=O)NNC(=O)c2c(-c3c(Cl)cccc3Cl)noc2C)no1,0.0,4,7,0.0,1.1,-12,25,12
Cc1cc(C)c(C(=O)Cn2nc(C)c([N+](=O)[O-])c2C)cc1C,0.3,-2,-15,.,-1.6,.,-4,1
CC(c1ccncc1)C(C)c1ccncc1 (stereo not drawn),0.1,-4,-15,-0.1,-2.0,1,4,-5
CCCN(C)C[C@@H]1OCCCC[C@H](C)Oc2ccc(N(C)C)cc2C(=O)N([C@H](C)CO)C[C@@H]1C,0.0,-15,8,-0.2,1.0,-1,0,69*
Cc1ccc(C(=O)OCC(=O)NCC(F)(F)F)cc1C,0.0,-1,-3,-1.1,.,.,-5,4
COc1ccccc1OCCNC(=O)CCNC(=O)c1ccccc1Cl,0.3,1,-13,.,-0.6,-5,14,-10
O=C(Nc1cccc(C(=O)Nc2cccc(Br)c2)c1)c1ccccc1,1.2,0,94*,1.8,-2.0,-3,-5,12
O=C(/C=C/c1ccc(Cl)cc1)Nc1cc(S(=O)(=O)N2CCOCC2)ccc1N1CCOCC1,0.0,0,-10,-0.2,4.6,-3,-6,-9
c1ccc(Oc2ccc(-c3ccn[nH]3)cc2)cc1,0.5,0,-15,13,-3.4,.,-15,-6
O=C(Nc1ccc2c(c1)[C@@H]1C[C@H](CC(=O)N3CCCCC3)O[C@@H](CO)[C@@H]1O2)c1cccnc1,-0.1,2,1,-0.1,-0.5,6,-5,-3
CCCC#Cc1ccc2c(c1)O[C@@H](CN(C)C(=O)c1ccccc1F)[C@H](C)CN([C@H](C)CO)S2(=O)=O,-0.2,1,31,0.9,-1.2,-4,-14,-1
Cc1cccc(C(=O)Nc2ccc(C(=O)N/N=C/c3ccco3)cc2)c1,0.0,13,-17,-0.1,2.9,-3,2,-7
Cc1ccc(NC(=O)CSc2ccccc2NC(=O)c2ccccc2Cl)cc1Cl,0.0,0,-13,.,.,0,0,5
Cc1nnc(NC(=O)C2CCCN2S(=O)(=O)c2ccc(Cl)cc2)s1 (stereo not drawn),0.0,1,-13,2.3,-0.9,.,-10,0
Nc1cc2c(cc1Cl)-c1ccccc1C2,0.3,0,3,0.6,4.3,-5,.,0
O=S(=O)(N[C@@H]1CC[C@@H](CCn2cc(-c3ccccc3F)nn2)O[C@H]1CO)c1ccc(F)cc1,-0.4,-2,7,-0.4,5.4,.,-3,39
CC(C)n1cc(/C=N/NC(=O)COc2cccc3cccnc23)c2ccccc21,0.0,.,.,8.0,-0.1,.,-30,.
CNc1oc(-c2ccc(F)cc2)nc1S(=O)(=O)c1ccccc1,0.5,-2,-6,0.1,0.2,-8,-4,-1
COc1ccc(CC(=O)N/N=C/c2cc([N+](=O)[O-])cc(Br)c2O)cc1,0.0,1,-9,0.2,4.7,12,-6,-5
C[C@H]1CN([C@@H](C)CO)C(=O)c2cccc(NC(=O)Nc3ccc(F)cc3)c2O[C@@H]1CN(C)S(C)(=O)=O,-0.5,.,8,.,-1.4,-5,9,3
CN(CC(=O)Nc1ccccc1C(F)(F)F)C(=O)C1CC1,0.0,-1,-2,-0.1,3.4,1,7,-5
C[C@H](CO)N1C[C@H](C)[C@H](CN(C)C(=O)C2CC2)Oc2ncc(C#CC(C)(C)O)cc2C1=O,-1.1,1,-17,0.0,1.0,-4,14,-4
C[C@@H]1CCCCO[C@@H](CN(C)C(=O)Nc2ccc(F)cc2)[C@@H](C)CN([C@H](C)CO)C(=O)c2cc(NS(=O)(=O)c3cccs3)ccc2O1,-0.9,1,5,0.6,0.4,-3,0,-3
O=C(NNc1ccc(F)cc1F)c1c(F)cccc1Cl,-0.1,-1,2,-0.1,0.0,.,9,2
C[C@H](CO)N1C[C@H](C)[C@H](CN(C)Cc2ccc(C(F)(F)F)cc2)Oc2ccc(NC(=O)Nc3ccc(F)cc3)cc2CC1=O,-1.2,-4,-19,-24,1.8,.,-26,4
O=C(Nc1ccc(S(=O)(=O)N2CCCc3ccccc32)cc1)C1CCCO1 (stereo not drawn),.,2,-3,.,0.6,.,-1,5

# An excerpt of these results, field by field:
Cc1ccc(NC(=O)CSc2ccccc2NC(=O)c2ccccc2Cl)cc1Cl
  XiGFP reactiv: 0.0 | CASP6 VEID inh: 0 | RAD52 anneal inh: -13 | E-sel inducer: . | CFTR F508del cor: . | RAD54 branch: 0 | GSIS activator: 0 | DENV2 CPE: 5
Cc1nnc(NC(=O)C2CCCN2S(=O)(=O)c2ccc(Cl)cc2)s1 (stereo not drawn)
  XiGFP reactiv: 0.0 | CASP6 VEID inh: 1 | RAD52 anneal inh: -13 | E-sel inducer: 2.3 | CFTR F508del cor: -0.9 | RAD54 branch: . | GSIS activator: -10 | DENV2 CPE: 0

# (further entries)
SMILES,XiGFP reactiv,CASP6 VEID inh,RAD52 anneal inh,E-sel inducer,CFTR F508del cor,RAD54 branch,GSIS activator,DENV2 CPE
O=C(c1ccc(F)cc1)N1CC(=O)N2[C@H](CO)[C@@H](c3ccc(C#CCC4CCCC4)cc3)[C@@H]2C1,0.0,.,-9,0.0,1.1,.,-17,0
Cc1ccc(S(=O)(=O)N2CCN(C(=O)CSc3ccc(F)cc3)CC2)cc1,-0.1,3,10,-0.1,-1.1,-4,3,8
CCN(Cc1nc2cc(Cl)ccc2c(=O)[nH]1)C(=O)COc1ccccc1Cc1ccccc1,0.0,-1,-30,-0.3,4.6,-5,.,-2
O=C(C[C@H]1CC[C@@H](NC(=O)NC2CCCCC2)[C@@H](CO)O1)NCc1ccccc1,-0.1,-1,-6,0.1,-0.4,9,0,-1
N/C(=N\OC(=O)c1cccc2ccccc12)c1ccc(Br)cc1,0.0,-1,-2,.,-0.2,.,7,-10
C[C@@H]1CN([C@H](C)CO)C(=O)c2cc(C#Cc3ccccc3)cnc2O[C@H]1CN(C)C(=O)c1ccccc1,0.6,-1,8,0.0,.,-13,-24,1
COc1ccc(S(=O)(=O)Nc2ccc3c(c2)C(=O)N([C@@H](C)CO)C[C@H](C)[C@H](CN(C)C(=O)C2CCCCC2)OCCCC[C@@H](C)O3)cc1,0.0,-1,4,0.3,-1.9,-2,-32,-7
Cc1cc(NC(=O)CN2C(=O)NC(CCc3ccccc3)C2=O)no1 (stereo not drawn),0.2,0,-7,.,-1.4,.,10,-3
O=C1c2cccc3cccc(c23)C(=O)N1CCCSc1ncn[nH]1,0.0,-1,12,0.1,1.0,18,13,1
C[C@H]1CN([C@@H](C)CO)C(=O)Cc2cc(NS(=O)(=O)c3ccccc3)ccc2O[C@@H]1CN(C)C(=O)Nc1ccccc1,0.0,0,-13,0.0,0.8,-16,20,23*
CO[C@H]1CN(C)C(=O)c2cc(NC(=O)CC(F)(F)F)ccc2OC[C@H](C)NC[C@@H]1C,0.6,-2,-49,2.8,1.0,.,6,-7
CC1Cc2cc(/C(O)=C3/C(=O)C(=O)N(CCN4CCOCC4)C3c3ccc(N(C)C)cc3)ccc2O1 (stereo not drawn),0.0,0,-16,.,-0.2,-10,16,-1
CC(=O)Nc1ccc(NC(=O)c2cc[n+]([O-])cc2)cc1,-0.1,6,-5,0.4,2.0,-6,16,-2
O=C(O)c1cc(N=Nc2c(O)[nH]c3ccc([N+](=O)[O-])cc23)ccc1Cl,0.0,1,-16,-0.1,1.8,.,-9,-1
CCOc1cc(C(=O)OCC(=O)N(C)c2ccccc2)cc(OCC)c1OCC,0.0,-2,-1,-0.1,-2.4,-2,-3,-5
O=[N+]([O-])c1ccc(-n2nncc2-c2ccccc2)cc1,0.0,-1,-15,.,0.8,-3,15,-4
COC(=O)c1ccc(CSc2nnc(N)s2)o1,0.0,1,-7,0.3,1.4,.,9,-10
Cc1ccc(S(=O)(=O)NC2CCN(Cc3cccc(OCCO)c3)CC2)cc1,.,-1,51*,.,-1.1,-21,.,-3
CCN=C1SC(C(=O)Nc2cc(Cl)cc(Cl)c2)CC(=O)N1CC (stereo not drawn),0.0,-2,-12,2.1,-2.1,-1,3,10
Cc1cc(C)nc(NC(=NCCc2c[nH]c3ccccc23)NC(=O)Nc2cccc([N+](=O)[O-])c2)n1,0.5,-2,-17,-1.1,3.3,.,.,-2
COc1cc2cc(CN(CCc3cccc(C)c3)C(=S)NCCCN3CCOCC3)c(=O)[nH]c2cc1OC,0.1,7,-36,2.5,-0.6,-1,11,3
C[C@@H]1CN([C@@H](C)CO)C(=O)c2cc(NS(C)(=O)=O)ccc2O[C@@H]1CN(C)S(C)(=O)=O,0.0,0,-1,-0.8,-3.2,5,13,-1
Cc1ccc(NC(=O)c2ncn(CCCNCc3ccc4c(c3)OCO4)n2)cc1C,0.2,0,-8,.,-1.7,1,-16,7
C[C@@H]1CN([C@H](C)CO)C(=O)c2cccc(NS(=O)(=O)c3ccc(F)cc3)c2O[C@H]1CN(C)Cc1ccccc1,0.0,-3,6,0.5,0.7,8,8,-1
COc1ccc(-c2ccc3oc(-c4ccc(OC)cc4)c(C#CCCO)c3c2)cc1,0.1,-1,-7,0.1,0.0,0,67*,10
COc1ccc2cc(C(=O)N/N=C/c3cc(OC)c(OC)c(OC)c3)[nH]c2c1,0.3,0,-6,0.4,2.6,6,-24,5
COc1cc(CN2CCC(N3CCC(C(=O)N4CCCC4)CC3)CC2)cc2c1OCO2,0.0,-20,-247,-1.2,-3.0,1,-6,-3
C[C@H](CO)N1C[C@H](C)[C@H](CN(C)S(=O)(=O)c2ccc(Cl)cc2)Oc2c(NC(=O)Nc3ccc4c(c3)OCO4)cccc2C1=O,2.5,1,12,.,-3.7,2,-10,4
COc1ccc(-c2c(C)cc3oc(=O)cc(-c4ccccc4)c3c2C)cc1F,0.2,-1,-18,-8.1,3.7,-4,45,0
O=C(Cc1ccccc1)N1CCN(c2ccccc2F)CC1,0.0,0,-5,0.0,-0.7,-14,-11,-3
CCOc1ccc(CC(=O)Nc2sc(Cc3ccccc3)cc2C(N)=O)cc1OCC,.,-2,-3,.,0.1,5,4,0
CCOC(=O)C1Sc2ccccc2NC1=O (stereo not drawn),0.0,8,-13,?,-0.8,-1,3,.
CCC(=O)NC(Nc1c(C)n(C)n(-c2ccccc2)c1=O)C(Cl)(Cl)Cl (stereo not drawn),0.1,8,-1,-8.5,0.6,.,-4,-3
COc1ccccc1/C=N/NC(=O)c1nnn(-c2nonc2N)c1CN(C)c1ccccc1,0.0,6,-11,.,-0.9,-4,4,-2
O=P(O)(C(O)c1ccccc1)C(O)c1ccccc1 (stereo not drawn),-0.1,2,-9,0.0,0.1,-8,11,0
CCCC(=O)Nc1ccc2c(c1)OC[C@H](C)N(C(=O)c1ccccc1F)C[C@H](C)[C@H](OC)CN(C)C2=O,-0.3,.,.,1.9,-0.1,.,-1,.

# Compound activity: PubChem BioAssay, Broad Institute
